Yfh1-off respiration: enhancers of respiration in Yfh1-depleted yeast, dose response, Friedreich's ataxia, plus single-dose screen (AID 1465) | fold induction at 50 µM; hits with a dose series show EC50 in µM | 220,000 tested, 0.074% active | S. cerevisiae Yfh1-off respiration, WST-1 reduction, 72 h; higher fold induction means a stronger effect;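 active means fold induction of absorbance versus untreated yeast above a set limit, then at least 30% activation at any dose in follow-up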;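 further: activators that raise dye reduction in frataxin-depleted yeast; strong numbers were not always called active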
Insulin prom up: MIN6 insulin promoter up-regulation; MIN6 insulin promoter-GFP reporter, high-content imaging; hits give high values; z-score at 5 µM; 190,000 tested, 0.3% active; AID 1625;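 active means z-score above 3 at 5 µM with at least 500 cells counted in the well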
human PMI inhibitors: human PMI inhibitors, high substrate, primary screen, biochemical, fluorescence intensity, high mannose 6-phosphate (AID 1220); 190,000 tested, 0.66% active; inhibition, % at 20 µM; hits with a dose series show IC50 in µM; recombinant PMI enzyme, coupled fluorescence intensity; higher % means a stronger effect
Autophagy mod: alters autophagy in cells; MEF GFP-LC3 puncta imaging; test concentration mostly 10 µM; calls only at 10 µM (by protocol); 190,000 tested, 0.98% active; AID 463193;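 active means percentage of spot-positive cells more than 3 SD above its plate mean, without a fluorescence outlier flag or 80% toxicity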;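 further: spot-positive cell cutoff set from DMSO-treated cells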
WT yeast gro inh: growth inhibition of WT yeast, mitochondrial fusion screen; 190,000 tested, 2.1% active; mitochondrial fusion phenotypic screen, WT strain; AID 1362; inhibition, % at 10 µM; in the data active means inhibition above about 58%; tested in S. cerevisiae
Dynein transport: blocks dynein driven cargo transport along microtubules. AID 1381. z-score, hits read low. 3617.4 mouse cells, GR-EGFP nuclear translocation imaging; test concentration mostly 20 µM; stimulated with dexamethasone, 1 µM; hits give low values. 220,000 tested, 0.47% active;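 active means plate z-score of nuclear minus cytoplasmic receptor signal below a set negative limit, without overly bright fluorescence or cell loss, cut at about -3.5 in these data, passing the limit was not always enough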;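 further: z-score of nuclear minus cytoplasmic ring GR-EGFP intensity difference per well; some compounds called inactive have numbers as strong as hits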
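Buffer or medium: tetracycline-free induction medium containing charcoal-stripped FBS / Reagent: dexamethasone agonist, 1.0 µM final, for 30 min / Technique: automated 10x imaging of fixed Hoechst-stained cells / Times: induction 48 h, compound 1 h, agonist 30 min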
human PMI inhibition: inhibitors of human PMI, primary screen, biochemical, fluorescence intensity, coupled assay (AID 1209); purified PMI enzyme, coupled fluorescence intensity; higher % means a stronger effect; inhibition, % at 20 µM, or IC50 in µM where a hit was titrated; 190,000 tested, 0.42% active;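 further: plate controls were DMSO vehicle for no effect and wells lacking substrate for full effect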
bCat nuc transl: beta-catenin nuclear translocation modulation; HeLa beta-catenin nuclear translocation, immunofluorescence imaging; nuclear translocation activity, % at 5 µM; 190,000 tested, 0.3% active;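 active means nuclear translocation activity above 50% at 5 µM, with a well cell count of 50 or more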;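 further: per-cell ratio of nuclear to cytoplasmic median beta-catenin stain intensity; plate controls were DMSO negative control for no effect and GSK-3 inhibitor IX positive control for full effect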
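Technique: fluorescence imaging of beta-catenin antibody stain plus DAPI / Material: human HeLa cell line / Incubation: compound treatment 24 h, 37°C, 5% CO2 / Read-out basis: % activation of per-cell nuclear versus cytoplasmic median beta-catenin signal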
MT stabilize HCS: microtubule stabilization, imaging screen; AID 2205; HeLa tubulin immunostaining HCS, 24 h; share of cells brighter than vehicle mean+2SD; 200,000 tested, 0.83% active; % tubulin-high responders, % at 10 µM;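 active means plate Z-score above 3 for both tubulin-high and condensed-nucleus cell shares, with cell loss under 80%, at 10 µM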;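 further: anti alpha tubulin signal scored within the nucleus-defined area of each cell; some results filed as inactive read as strong as hits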
WT yeast gro inh mutant strain: further read-out of WT yeast gro inh, marked with its call; inhibition, %; mitochondrial fusion phenotypic screen, mutant strain inhibition
Dynein transport cytoplasmic EGFP: second read-out of Dynein transport, no call of its own (marks repeat the call); z-score; measured here: cytoplasmic GR-EGFP intensity; hits give high values
Dynein transport nuclear GR-EGFP: recorded beside Dynein transport, whose call it bears; z-score; measured here: nuclear GR-EGFP intensity;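 lower value marks the stronger effect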
Dynein transport cell count: second read-out of Dynein transport, no call of its own (marks repeat the call); z-score; measured here: cell count per field
Insulin prom up cell count: further read-out of Insulin prom up, marked with its call; cell count; measured here: cytotoxicity, nuclei count;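 total cells summed across four imaged fields per well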
bCat nuc transl cell count 5 µM: recorded beside bCat nuc transl, whose call it bears; cell count; measured here: cell count, cytotoxicity flag
MT stabilize HCS Hoechst-high %: also measured in MT stabilize HCS; calls as there; % Hoechst-high responders; measured here: nuclear condensation Hoechst responders;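 share of cells brighter than vehicle mean plus two SD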
MT stabilize HCS cytotoxicity %: second read-out of MT stabilize HCS, no call of its own (marks repeat the call); toxicity, %; measured here: cytotoxicity by cell density;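 0% = mean cell density of plate MIN control wells and 100% = no cells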
Autophagy mod cell loss 18 h: further read-out of Autophagy mod, marked with its call; toxicity, %; measured here: cell loss, nuclei count;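 cell loss after 18 h compound exposure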
The depositor's hits bear a star; i = inactive; . = no result given. Unless noted, no stated cut-off is given here; in the data, active means inhibition above about 50%; inactive means the rest.

Preview (3 entries):
SMILES	Yfh1-off respiration	Insulin prom up	Insulin prom up cell count	human PMI inhibitors	Autophagy mod	Autophagy mod cell loss 18 h	WT yeast gro inh	WT yeast gro inh mutant strain	Dynein transport	Dynein transport cytoplasmic EGFP	Dynein transport nuclear GR-EGFP	Dynein transport cell count	human PMI inhibition	bCat nuc transl	bCat nuc transl cell count 5 µM	MT stabilize HCS	MT stabilize HCS Hoechst-high %	MT stabilize HCS cytotoxicity %
O=C(NCC1CCCO1)NC12CC3CC(CC(C3)C1)C2 (stereo unspecified)	i	-0.55	1095	2%	i	15	9	20	-0.74	-0.2	-0.24	0.38	0%	0.0	1203	3.0	2.2	8.0
CCOc1ccc2nc(NCCCNS(=O)(=O)c3ccc(F)cc3)c(C#N)cc2c1	i	.	.	.	i	2	-4	7	-0.49	0.35	-0.58	0.35	.	.	.	4.3	2.4	3.1
CCN(CC)C(=O)C(C(=O)c1cccc([N+](=O)[O-])c1)n1cc(Cl)ccc1=O (stereo unspecified)	i	.	.	3%	i	15	-3	0	-1.2	-0.15	-0.42	1.3	0%	-0.2	941	2.8	1.1	2.2

This part in full, repeating the preview:
SMILES	Yfh1-off respiration	Insulin prom up	Insulin prom up cell count	human PMI inhibitors	Autophagy mod	Autophagy mod cell loss 18 h	WT yeast gro inh	WT yeast gro inh mutant strain	Dynein transport	Dynein transport cytoplasmic EGFP	Dynein transport nuclear GR-EGFP	Dynein transport cell count	human PMI inhibition	bCat nuc transl	bCat nuc transl cell count 5 µM	MT stabilize HCS	MT stabilize HCS Hoechst-high %	MT stabilize HCS cytotoxicity %
O=C(NCC1CCCO1)NC12CC3CC(CC(C3)C1)C2 (stereo unspecified)	i	-0.55	1095	2%	i	15	9	20	-0.74	-0.2	-0.24	0.38	0%	0.0	1203	3.0	2.2	8.0
CCOc1ccc2nc(NCCCNS(=O)(=O)c3ccc(F)cc3)c(C#N)cc2c1	i	.	.	.	i	2	-4	7	-0.49	0.35	-0.58	0.35	.	.	.	4.3	2.4	3.1
CCN(CC)C(=O)C(C(=O)c1cccc([N+](=O)[O-])c1)n1cc(Cl)ccc1=O (stereo unspecified)	i	.	.	3%	i	15	-3	0	-1.2	-0.15	-0.42	1.3	0%	-0.2	941	2.8	1.1	2.2
O=C(Cc1cccs1)Nc1cccc(C(=O)Nc2ccco2)c1	i	0.08	1363	5%	i	-5	-1	4	-0.3	-0.15	-0.54	1.4	3%	0.9	1024	3.0	2.4	5.7
O=C(N/N=C/c1ccc[nH]1)c1cccc([N+](=O)[O-])c1	i	-0.4	1330	17%	i	6	11	20	0.45	-0.24	0.37	-0.25	0%	5.2	1050	2.6	2.4	4.7
CCN(CC)C(=O)Nc1c(C)n(C)n(-c2ccccc2)c1=O	i	0.28	1086	2%	i	-11	-7	-12	0.32	-0.15	0.56	-1.4	7%	-2.7	1225	2.9	1.5	3.7
O=C(Nc1ccc(N2CCOCC2)cc1)c1nc2ccccc2s1	i	-0.04	1114	.	.	.	.	.	-0.022	-0.28	0.41	-0.21	.	0.0	1347	.	.	.
CCOc1cc(NC(=O)c2ccccn2)c(OCC)cc1NC(=O)c1ccccc1	i	-0.18	1099	.	i	-15	-4	4	-0.42	-0.18	-0.29	-0.14	.	0.3	1537	2.8	12	10
COc1ccc(OC)c(C2C3=C(CCCC3=O)Nc3c2c(=O)n(C)c(=O)n3C)c1 (stereo unspecified)	i	0.28	1271	4%	i	-5	3	-11	-1	-0.21	-0.62	0.33	7%	.	.	3.0	1.3	4.4
Cc1ccccc1CS(=O)(=O)c1ccc(C(=O)N2CCC(C)CC2)cc1[N+](=O)[O-]	i	-0.15	1099	-2%	i	13	-2	26	-0.83	-0.23	-0.65	1	-3%	.	.	3.1	2.1	5.9
CCOC(=O)N1CCC(Nc2ncnc3c2cnn3-c2ccccc2)CC1	i	.	.	-2%	i	17	17	-9	1.5	-0.15	1	-0.72	-5%	-3.8	547	3.9	1.6	12
CN(/N=C/c1cccnc1)C1=NS(=O)(=O)c2ccccc21	i	1.1	1479	-4%	i	5	-24	-5	0.29	0.0035	0.73	-0.69	-2%	-3.9	1220	2.6	2.9	5.6
Cc1ccc(C)c(S(=O)(=O)N2CCN(CC(=O)Nc3sccc3C#N)CC2)c1	i	0.26	1535	14%	i	10	13	17	0.54	-0.27	0.48	-0.073	24%	-1.2	1036	3.3	1.6	0.7
CCOc1ccccc1CNC(=O)c1cn(C)c(=O)c2c1c1ccccc1n2C	i	.	.	40%	i	-3	6	8	-0.97	-0.28	-0.41	0.41	11%	-1.4	1134	1.2	1.5	3.5
COc1ccc(CCNC(=O)COC(=O)/C=C/c2cccs2)cc1	i	.	.	0%	i	-2	-21	4	-0.037	-0.26	-0.047	-0.29	8%	-0.6	1163	2.8	1.6	8.6
CCOCCCN1C(=O)CN(C2CCCCCC2)C(=O)C1c1ccc(OC)cc1 (stereo unspecified)	i	-0.04	1463	10%	i	0	-4	-1	-0.06	-0.17	-4.2e-05	-0.32	7%	-4.0	1376	1.5	2.1	11
Cc1occc1C(=O)N/N=C/c1ccc(OCc2ccccc2)cc1	i	-0.08	1087	.	.	.	.	.	0.9	-0.19	0.88	-1.4	.	1.4	1268	.	.	.
CCc1cccc(CC)c1NC(=O)COC(=O)CCc1cc(OC)c(OC)c(OC)c1	i	0.76	1524	3%	i	10	-16	0	-0.61	-0.29	-0.57	0.59	14%	2.8	1119	5.8	3.6	10
COc1ccc(-c2nnn(CC(=O)N(CCO)C(C(=O)NC3CCCC3)c3ccncc3)n2)cc1 (stereo unspecified)	i	-0.54	1631	17%	i	2	-7	7	-0.13	-0.28	0.1	-0.044	5%	0.0	930	1.7	2.0	6.0
O=c1oc2ccccc2n1CCCOc1ccccc1	i	-0.54	2075	18%	i	-6	4	-12	-0.37	-0.18	0.031	-0.27	17%	0.1	1130	3.5	3.2	4.9
NNC(=O)c1ccc(CSc2cccc3cccnc23)cc1	i	0.12	1409	2%	i	0	11	-8	-0.18	-0.21	-0.038	0.51	2%	-1.7	1150	1.7	2.9	3.3
COc1cc(CCC(=O)OCC(=O)NC2CCCC(C)C2C)cc(OC)c1OC (stereo unspecified)	i	-0.59	1220	-10%	i	4	6	-10	-0.3	-0.13	0.37	-0.24	-14%	-0.8	1039	2.4	1.7	6.9
O=C(COC(=O)c1cccc(S(=O)(=O)NCc2ccccc2)c1)c1ccc2c(c1)OCCO2	i	0.39	1431	6%	i	-2	15	-20	0.61	-0.22	0.23	-0.2	18%	-0.2	1089	3.1	1.1	0.8
O=[N+]([O-])c1cc(Br)c(O)c(/C=N/Nc2nnnn2-c2cccc3ccccc23)c1	i	.	.	-17%	i	-27	12	-7	2.5	-0.041	1.2	-1.4	-9%	.	.	1.6	1.6	5.3
COc1ccc(OC)c2c1sc(=NC(=O)c1ccco1)n2C	i	-0.63	1131	6%	i	7	9	1	0.11	0.04	0.36	-1.3	3%	-6.5	1157	3.6	2.5	6.1
COC(=O)c1ccc(=O)n(Cc2ccco2)c1	.	0.22	1130	-6%	i	18	-10	6	-1.5	-0.17	-0.22	0.35	-6%	-0.6	1181	3.4	1.4	3.2
CC(C)CCNc1nc(N)c([N+](=O)[O-])c(NCCO)n1	i	-1.3	1122	.	.	.	.	.	0.8	-0.29	0.015	0.14	.	1.4	1381	.	.	.
CC(C)(C)NS(=O)(=O)c1ccc2c(c1)oc(=O)c1cc(S(=O)(=O)NC(C)(C)C)ccc12	i	1.2	879	-6%	i	3	-14	-18	-1.1	0.02	-0.28	0.19	1%	-1.8	1348	2.1	1.6	3.5
CCNC(=S)NNC(=O)c1cc(-c2cc(C)ccc2C)nc2ccccc12	i	0.06	1622	10%	i	11	-27	-2	-0.034	-0.21	0.68	1	-17%	-3.1	1347	3.0	2.5	6.3
CCCNC(=O)c1ccc2c(c1)ncn2-c1cc(C)cc(C)c1	i	-0.7	1194	-9%	i	13	42	1	1	-0.0094	0.71	-1.4	-10%	.	.	2.9	1.7	0.3
COc1cccc(/C=N/NC(=O)CC(=O)NCCc2ccccc2)c1OC	i	0.42	1166	14%	i	-1	-7	-19	-0.051	-0.22	0.76	-0.53	-8%	.	.	4.1	2.4	2.4
Cc1ccc(-c2cc(-c3ccccc3Cl)c(C#N)c(N)n2)o1	i	-0.15	1179	-42%	i	-2	2	-23	-1.5	0.26	-1.1	-0.47	1%	.	.	1.5	1.4	12
CC(C(=O)N=c1sc2ccccc2n1C)N1C(=O)C2CC=CCC2C1=O (stereo unspecified)	i	0.75	726	-18%	i	3	4	23	0.36	-0.3	0.096	-0.58	-12%	-5.3	1027	6.4	1.5	19
COc1cc(C=O)ccc1OCc1c(C)noc1C	i	0.21	698	-2%	i	-10	4	4	-0.59	-0.23	-0.21	0.75	4%	.	.	1.6	1.0	6.7
CCC1(C)CC(C(CC(=O)O)c2ccc(C)cc2)CCO1 (stereo unspecified)	i	.	.	-8%	i	9	-2	2	1.3	0.0064	0.24	0.009	-5%	.	.	0.7	0.7	2.1
Cc1ccc(S(=O)(=O)NC(CC(=O)O)c2ccccc2)cc1 (stereo unspecified)	i	-0.52	1259	6%	i	2	-19	-11	-1.2	-0.18	-0.29	0.87	7%	-0.1	1119	3.8	1.3	11
O=C(N/N=C1\CCCc2ccccc21)c1ccccc1[N+](=O)[O-]	i	.	.	-3%	i	0	-8	4	-0.056	-0.22	0.22	-0.56	-12%	-2.2	1087	1.2	1.4	4.7
CCN1CCN(C(=O)CN(c2cccc(Br)c2)S(=O)(=O)c2ccccc2)CC1	i	-0.07	1300	3%	i	7	-4	-22	2.7	-0.2	0.98	-1.4	3%	1.0	965	3.7	6.3	1.1
CC(=O)Nc1ccc(-c2csc(Nc3ccccn3)n2)cc1	i	-0.01	1003	.	.	.	.	.	0.35	-0.24	0.61	0.61	.	-0.3	1277	.	.	.

Screening results deposited in PubChem by several laboratories.
